AmpC inh det = AmpC beta-lactamase inhibition, detergent assay. P00811. Potency, µM (top dose mostly 28.7 µM), inactives show at the top dose activity change, negative = inhibition. 0.09% of 71,000 active. purified AmpC, nitrocefin hydrolysis with detergent; active means well fitted curve in the direction sought with a large enough effect
Target sequence (P00811 whole entry, looked up): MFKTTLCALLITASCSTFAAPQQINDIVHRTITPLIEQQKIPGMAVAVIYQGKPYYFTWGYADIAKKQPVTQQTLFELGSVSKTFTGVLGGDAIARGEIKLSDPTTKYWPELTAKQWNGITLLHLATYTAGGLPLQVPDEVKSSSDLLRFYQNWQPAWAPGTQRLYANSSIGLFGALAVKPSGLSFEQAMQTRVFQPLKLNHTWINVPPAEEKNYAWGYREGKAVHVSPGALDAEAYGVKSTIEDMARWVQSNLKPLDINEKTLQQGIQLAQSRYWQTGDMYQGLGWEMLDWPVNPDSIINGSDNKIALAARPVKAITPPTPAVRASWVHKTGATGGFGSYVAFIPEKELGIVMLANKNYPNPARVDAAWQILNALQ
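E. coli AmpC (5.3 nM) in 20 mM phosphate pH 7.0 with 0.01% Triton X-100, preincubated 15 min RT with compound; nitrocefin (2 uL of 800 uM stock) hydrolysis followed by 480 nm absorbance every 20 s over 4 min.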
* = called active by the depositor; [ ] = another dose, or the depositor's remark. On the % scale 0 is the no-effect control and ±100 the full control effect; potency means the concentration at half of the fitted maximal effect. The list is partial. The share of hits here may be higher or lower than overall.

For CCCN(Cc1cc2cccc(C)c2[nH]c1=O)C(=O)c1cccc(OC)c1 the results were AmpC inh det -4%.
CS(=O)(=O)N1CCN(C(=O)NC23CC4CC(CC(C4)C2)C3)CC1 was read as AmpC inh det 2%.
CCOc1ccc(N=Cc2c(O)cc(C)oc2=O)cc1 was read as AmpC inh det -2%.
`COc1ccc2[nH]c(=O)c(CN(Cc3ccco3)C(=O)c3ccccc3)cc2c1` gave AmpC inh det -4%.
`NCCC[C@@H](CC(=O)N[C@@H]1CCCC[C@H]1C(=O)N[C@H](CC(=O)N[C@@H](CCC(=O)O)CC(=O)O)Cc1ccccc1)NC(=O)C[C@H](CO)NC(=O)[C@@H]1CCCC[C@H]1N` gave AmpC inh det 13%.
CCC(C)C1C(C#N)=C(N)Oc2n[nH]c(-c3ccccc3)c21 (stereo not drawn) was read as AmpC inh det 6%.
O=C(C1CCC1)N1CCc2cc(S(=O)(=O)N3CCN(c4ccccn4)CC3)ccc21 was read as AmpC inh det -9%.
N#Cc1c2c(c(NCCN3CCOCC3)n3c1nc1ccccc13)CCCC2 was read as AmpC inh det -3%.
`O=C(CN1CCN(CC(=O)c2ccc(F)cc2)CC1)Nc1ccccc1Cl` gave AmpC inh det -2%.
Cn1c(=O)c2c(SCC(=O)N3CCC(Cc4ccccc4)CC3)nc(C3CC3)nc2n(C)c1=O was read as AmpC inh det 11%.
Cc1nc(CCNC(=O)Cc2ccccc2)cs1 was read as AmpC inh det -1%.
Cc1cc(-c2ccco2)n(-c2ccccc2)n1 was read as AmpC inh det -2%.
`COc1cc2c(cc1OC)C(c1ccc(N(C)C)cc1)CC(=O)N2` (stereo not drawn) gave AmpC inh det -5%.
Cc1ccc(CNC(=O)[C@H](C)[C@H]2C[C@]2(C)[C@H](NC(=O)OCc2ccccc2)c2ccccc2)c(F)c1F was read as AmpC inh det -6%.
For CCOC(=O)CSc1nnc(Cc2ccccc2)n1CC1CCCO1 (stereo not drawn) the results were AmpC inh det 2%.
Fc1c(F)c(F)c(CSc2nc3ccccc3[nH]2)c(F)c1F was read as AmpC inh det 25%.
Cc1ccc(C(=O)COC(=O)c2cnccn2)cc1 was read as AmpC inh det 7%.
O=C(Nc1ccc(Cl)cc1)C(c1ccccc1)N(CCO)CCO (stereo not drawn) was read as AmpC inh det 11%.
For CCCCNC(=O)C(c1ccc(OCC(=O)OC)c(C(=O)OC)c1)N(CCc1ccccc1)C(=O)CCCCCN1C(=O)NC(c2ccc(-c3ccccc3)cc2)C(C(=O)OCc2ccccc2)=C1C (stereo not drawn) the results were AmpC inh det 17%.
`C[C@@H](CN1CCC(Cc2ccccc2)CC1)[C@H](O)c1ccc(O)cc1` gave AmpC inh det -1%.
CC(C)C[C@@H](CC(=O)N[C@@H](CCC(=O)O)CC(=O)O)NC(=O)[C@@H]1CCCC[C@H]1NC(=O)C[C@H](CCCN)NC(=O)C[C@H](CO)NC(=O)[C@@H]1CNCC[C@H]1N was read as AmpC inh det 13%.
CCCCCC1CC(=O)N(Cc2ccccc2)C(=O)N1 (stereo not drawn) was read as AmpC inh det -3%.
For CCCCOC(=O)C1=C(C)Nc2ncnn2C1c1ccc(OCC)c(OC)c1 (stereo not drawn) the results were AmpC inh det 7%.
Screening CN1CCN(C(=O)c2ccc3c(=O)n(Cc4ccc(Cl)cc4)c(=S)[nH]c3c2)CC1 returned AmpC inh det 12%.
COc1ccccc1CNC(=O)CCN1C(=O)COc2ccccc21 was read as AmpC inh det 0%.
Screening N#CC1=C(N)Oc2n[nH]c(CSc3ccccc3)c2C12C(=O)Nc1ccccc12 (stereo not drawn) returned AmpC inh det 1%.
`CCC(C)C(NC(=O)OC(C)(C)C)C(=O)NC(C(=O)N1CCCC1C(N)=O)C(C)CC` (stereo not drawn) gave AmpC inh det -3%.
CCOC(=O)c1cnc(SCC(=O)Nc2cc(C(F)(F)F)ccc2N2CCOCC2)nc1N was read as AmpC inh det -3%.
COC(=O)c1ccc(Cl)c(NC(=O)CN2CCN(Cc3ccccc3)CC2)c1 was read as AmpC inh det -3%.
For Cc1cc(NC(=O)C2(c3ccccc3)CCCC2)no1 the results were AmpC inh det -3%.
For CCOC(=O)N1CCC(N2CC34C=CC(O3)C(C(=O)Nc3ccc(C)cc3)C4C2=O)CC1 (stereo not drawn) the results were AmpC inh det 1%.
`CC(NC(=O)c1cc2ccccc2o1)c1cccs1` (stereo not drawn) gave AmpC inh det 0%.
For Cc1ccccc1-n1nc(C)c2cc(C(=O)N3CCN(S(=O)(=O)c4ccc(F)cc4)CC3)sc21 the results were AmpC inh det -4%.
For CCn1cc(C(=O)NC2CC3CCC2C3)c(=O)c2ccc(C)nc21 (stereo not drawn) the results were AmpC inh det -6%.
`O=C(O)CCCCCNc1nc(=S)[nH]c2ccccc12` gave AmpC inh det -4%.
Cc1cc2c(=O)n(CC(=O)N3CCN(c4ccccc4)CC3)cnc2s1 was read as AmpC inh det 11%.
CC(C)n1c(NCc2cc(Cl)ccc2O)nc2ccccc21 was read as AmpC inh det 12%.
Screening Cc1ccc(-n2c(SCC(=O)N3CCOCC3)nnc2-c2ccncc2)cc1 returned AmpC inh det -4%.
`Cc1cc(OCC(=O)Nc2ccc3c(c2)OCCO3)ccc1Cl` gave AmpC inh det 3%.
`Cc1ccnc(-n2c(CCN3C(=O)c4ccccc4C3=O)nc3ccccc3c2=O)c1` gave AmpC inh det -7%.
`COc1ccc(-n2c(N)c(C(=O)NCC3CCCO3)c3nc4ccccc4nc32)c(OC)c1` (stereo not drawn) gave AmpC inh det -3%.
`COCC(=O)N1CCC[C@@]2(CCN(c3ccccn3)C2)C1` gave AmpC inh det -2%.
`Cc1cc2ccccc2n1CCNC(=O)C1CC1` gave AmpC inh det 11%.
`O=S(=O)(NCc1ccccc1Cl)c1cnc[nH]1` gave AmpC inh det -3%.
`O=C(c1cccc(F)c1)N1CCC2(CC1)CCN(c1ccncc1)CC2` gave AmpC inh det -2%.
Screening O=C(c1cc(-c2cccs2)on1)N1CCOCC1 returned AmpC inh det -2%.
`Cc1onc(-c2ccccc2)c1C(=O)Nc1nnc(COc2ccc(Cl)cc2)s1` gave AmpC inh det -4%.
For CCOC(=O)Nc1nnc(-c2ccc(OC)c(OC)c2)s1 the results were AmpC inh det -2%.
Screening Cc1cc(C(F)(F)F)c2c(=O)[nH]c(=O)n(Cc3ccccc3)c2n1 returned AmpC inh det 2%.
Screening O=C(O)C(Cc1ccccc1)n1cccc1 (stereo not drawn) returned AmpC inh det 2%.
NC(=O)COc1ccc(=O)n(-c2ccccc2)n1 was read as AmpC inh det 10%.
For COC(=O)C1=C(CN2CCSCC2)NC(=O)NC1c1cc(C)ccc1C (stereo not drawn) the results were AmpC inh det -4%.
`COC(=O)C1C(=O)C2=C(CC1C)NC(C)=C(C(=O)OCCOc1ccccc1)C2c1ccc(C)o1` (stereo not drawn) gave AmpC inh det 3%.
COC(=O)[C@@]1(Cc2ccc(OC)cc2)[C@H]2c3cc(C(=O)N4CCCC4)n(CCO)c3C[C@H]2CN1C(=O)c1ccccc1 was read as AmpC inh det 1%.
Screening O=C(Nc1ccccc1N1CCCC1)c1cc2ccccc2o1 returned AmpC inh det -3%.
O=C(NCC(=O)N(c1cccnc1)C(C(=O)NCc1ccco1)c1ccccc1)c1ccco1 (stereo not drawn) was read as AmpC inh det 9%.
CCNS(=O)(=O)c1ccc(NC(=O)Nc2cccc(C(F)(F)F)c2)cc1 was read as AmpC inh det 20%.
`O=C(C(NS(=O)(=O)c1cccs1)c1ccccc1)N1CCN(c2ccccc2)CC1` (stereo not drawn) gave AmpC inh det 13%.
COc1ccc(S(=O)(=O)Cc2ccc(C(=O)NCc3cccs3)o2)cc1 was read as AmpC inh det 8%.
Screening Nc1ccc(S(=O)(=O)NCCS(=O)(=O)O)cc1 returned AmpC inh det 0%[5.75 µM].

Of the compounds above, three contain a cyano group:
CCC(C)C1C(C#N)=C(N)Oc2n[nH]c(-c3ccccc3)c21 (stereo not drawn) was read as AmpC inh det 6%.
N#Cc1c2c(c(NCCN3CCOCC3)n3c1nc1ccccc13)CCCC2 was read as AmpC inh det -3%.
Screening N#CC1=C(N)Oc2n[nH]c(CSc3ccccc3)c2C12C(=O)Nc1ccccc12 (stereo not drawn) returned AmpC inh det 1%.

Pulled by structure from above:
COC(=O)[C@@]1(Cc2ccc(OC)cc2)[C@H]2c3cc(C(=O)N4CCCC4)n(CCO)c3C[C@H]2CN1C(=O)c1ccccc1 was read as AmpC inh det 1%.
`O=S(=O)(NCc1ccccc1Cl)c1cnc[nH]1` gave AmpC inh det -3%.
NC(=O)COc1ccc(=O)n(-c2ccccc2)n1 was read as AmpC inh det 10%.
`O=C(c1cccc(F)c1)N1CCC2(CC1)CCN(c1ccncc1)CC2` gave AmpC inh det -2%.
`COC(=O)C1C(=O)C2=C(CC1C)NC(C)=C(C(=O)OCCOc1ccccc1)C2c1ccc(C)o1` (stereo not drawn) gave AmpC inh det 3%.

(continued)
Screening CCC(=O)c1cn(CC(=O)NCC2CCCO2)c2ccccc12 (stereo not drawn) returned AmpC inh det 10%.
For CCOc1ccccc1NC(=O)C1CCN(S(=O)(=O)c2c(C)nn(C)c2C)CC1 the results were AmpC inh det 5%.
Screening CCCCOc1ccc(-c2nnn(CCC(=O)N3CCOCC3)n2)cc1 returned AmpC inh det -3%.
For N#Cc1ccc(CSc2nnc(-c3ccccn3)n2-c2ccc(Cl)cc2)cc1 the results were AmpC inh det 1%.
CCCCn1c(=N)n(CC(=O)C(C)(C)C)c2ccccc21 was read as AmpC inh det -3%.
For Cn1nc(SCC(=O)O)sc1=S the results were AmpC inh det -4%.
Screening COC(=O)c1ccccc1NC(=O)COc1ccc(S(=O)(=O)N2CCCC2)cc1C returned AmpC inh det -5%.
Screening COc1cccc(Nc2ncccc2C(=O)NCc2ccccc2)c1 returned AmpC inh det -7%.
O=C(Cn1cnc2ccccc21)OCC(=O)N1CCCc2ccccc21 was read as AmpC inh det -4%.
For COc1ccc(N(CC(=O)Nc2cccc(N(C)S(C)(=O)=O)c2)S(C)(=O)=O)cc1OC the results were AmpC inh det -2%.
`COC(=O)c1ccc(C(=O)OC)nc1` gave AmpC inh det 0%.
CCC[C@@H]1C[C@@]1(CCC)C(NP(=O)(c1ccccc1)c1ccccc1)c1ccc(Cl)cc1 (stereo partly drawn) was read as AmpC inh det 2%.
`COc1ccc(N2C(=O)C3CCCN3C2c2cccc(OC)c2OC)cc1` (stereo not drawn) gave AmpC inh det 13%.
Cc1cc(Cl)ccc1O was read as AmpC inh det 11%.
Screening COc1ccc(-n2c(=O)c(-c3ccccc3)nc3cncnc32)cc1 returned AmpC inh det 0%.
Cc1ccc(-n2ncc3c(=O)n(Cc4cccnc4)cnc32)cc1 was read as AmpC inh det 14%.
CN1C(=O)CS(=O)c2ccc(C(=O)NC3CC3)cc21 (stereo not drawn) was read as AmpC inh det 9%.
Screening O=C(O)c1ccc(Cl)c(Cl)c1 returned AmpC inh det 8%.
For O=C(COC(=O)CCC(=O)c1ccc(F)cc1)Nc1ccc(N2CCOCC2)cc1 the results were AmpC inh det 3%.
Screening CCC(CC)c1nnc(NC(=O)c2c(-c3ccccc3)noc2C)s1 returned AmpC inh det 10%.
For COc1cccc(-n2c(COc3ccc(C)cc3)nnc2SCC(N)=O)c1 the results were AmpC inh det 13%.
For COc1ccc(C2NC(=O)NC(O)(C(F)(F)F)C2C(=O)c2ccc(C)cc2)cc1 (stereo not drawn) the results were AmpC inh det -1%.
Screening C[C@@]12CC[C@@H]3[C@H](CCC4=CC(=O)CC[C@]43C)[C@@H]1CC[C@@H]2C(=O)COS(=O)(=O)c1ccc(Br)cc1 returned AmpC inh det -3%[5.75 µM].
Screening CC[C@@H](CO)Nc1nc(NCc2ccccc2)c2ncn(C(C)C)c2n1 returned AmpC inh det -6%.
`COc1ccc(N2CCN(C(=O)Cn3c(=O)[nH]c4ccsc4c3=O)CC2)cc1` gave AmpC inh det -4%.
O=c1nc(N2CCOCC2)ccn1Cc1ccc(Br)cc1 was read as AmpC inh det 0%.
For Cc1cccc2sc(NC(=O)CN(C)S(=O)(=O)c3cccs3)nc12 the results were AmpC inh det 9%.
For c1cc(-c2nnc3n2CCC3)[nH]n1 the results were AmpC inh det -4%.
Screening Cc1ccc(S(=O)(=O)N2CCCCC2)cc1C(=O)c1nccn1C returned AmpC inh det 16%.
For Cc1nc2c(ccc3nc(NC(=O)c4ccc5c(c4)OCCO5)sc32)s1 the results were AmpC inh det -3%.
Brc1ccc(-c2nc(-c3cccnc3)no2)o1 was read as AmpC inh det 0%.
`CCCC1(C(=O)OC)NC(c2ccco2)C2C(=O)N(c3ccc(C)cc3)C(=O)C21` (stereo not drawn) gave AmpC inh det -1%.
`COc1ccc(N=[N+]([O-])c2ccc(OC)cc2)cc1` gave AmpC inh det 9%.
For c1ccc(-c2noc(-c3ccncc3)n2)nc1 the results were AmpC inh det 0%.
CCc1ccccc1N(CC(=O)O)S(C)(=O)=O was read as AmpC inh det -6%.
For COc1ccccc1N1CCN(CC(=O)Nc2cc(C)nn2-c2nc(C)cc(C)n2)CC1 the results were AmpC inh det -1%.

Screens: PubChem, National Center for Advancing Translational Sciences (NCATS)
